High-throughput results from PubChem BioAssay.
GalR3 antagonist = human GalR3 antagonism; O60755; HEK293 GalR3-CNG cAMP membrane potential fluorescence; galR3 body fused to GalR1 C-terminus; inhibition, % at 3 µM; actives 0.44% (n = 360,000); AID 651719;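 active = inhibition above the screen-wide average plus 3 SD, cut at about 13% in these data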;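 note: forskolin and galanin both at EC90 stimulate the cells; cAMP rise reported by CNG channel membrane potential dye signal; 0% = forskolin plus galanin with DMSO and 100% = forskolin alone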
p-CIP stab down = p/CIP protein destabilization. decrease of EGFP signal, % at 10 µM. F442A p/CIP-EGFP cells, EGFP fluorescence, 16 h. actives 0.01% (n = 290,000);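 active = EGFP signal decrease of at least 30% at 10 µM or well 3 SD below plate mean, unless failing retest; inactive = the rest, including hits failing retest or dose response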; note: some compounds called inactive have numbers as strong as hits; many of its hits are not listed in these tables
Target sequence (Q05BA5 1-1403): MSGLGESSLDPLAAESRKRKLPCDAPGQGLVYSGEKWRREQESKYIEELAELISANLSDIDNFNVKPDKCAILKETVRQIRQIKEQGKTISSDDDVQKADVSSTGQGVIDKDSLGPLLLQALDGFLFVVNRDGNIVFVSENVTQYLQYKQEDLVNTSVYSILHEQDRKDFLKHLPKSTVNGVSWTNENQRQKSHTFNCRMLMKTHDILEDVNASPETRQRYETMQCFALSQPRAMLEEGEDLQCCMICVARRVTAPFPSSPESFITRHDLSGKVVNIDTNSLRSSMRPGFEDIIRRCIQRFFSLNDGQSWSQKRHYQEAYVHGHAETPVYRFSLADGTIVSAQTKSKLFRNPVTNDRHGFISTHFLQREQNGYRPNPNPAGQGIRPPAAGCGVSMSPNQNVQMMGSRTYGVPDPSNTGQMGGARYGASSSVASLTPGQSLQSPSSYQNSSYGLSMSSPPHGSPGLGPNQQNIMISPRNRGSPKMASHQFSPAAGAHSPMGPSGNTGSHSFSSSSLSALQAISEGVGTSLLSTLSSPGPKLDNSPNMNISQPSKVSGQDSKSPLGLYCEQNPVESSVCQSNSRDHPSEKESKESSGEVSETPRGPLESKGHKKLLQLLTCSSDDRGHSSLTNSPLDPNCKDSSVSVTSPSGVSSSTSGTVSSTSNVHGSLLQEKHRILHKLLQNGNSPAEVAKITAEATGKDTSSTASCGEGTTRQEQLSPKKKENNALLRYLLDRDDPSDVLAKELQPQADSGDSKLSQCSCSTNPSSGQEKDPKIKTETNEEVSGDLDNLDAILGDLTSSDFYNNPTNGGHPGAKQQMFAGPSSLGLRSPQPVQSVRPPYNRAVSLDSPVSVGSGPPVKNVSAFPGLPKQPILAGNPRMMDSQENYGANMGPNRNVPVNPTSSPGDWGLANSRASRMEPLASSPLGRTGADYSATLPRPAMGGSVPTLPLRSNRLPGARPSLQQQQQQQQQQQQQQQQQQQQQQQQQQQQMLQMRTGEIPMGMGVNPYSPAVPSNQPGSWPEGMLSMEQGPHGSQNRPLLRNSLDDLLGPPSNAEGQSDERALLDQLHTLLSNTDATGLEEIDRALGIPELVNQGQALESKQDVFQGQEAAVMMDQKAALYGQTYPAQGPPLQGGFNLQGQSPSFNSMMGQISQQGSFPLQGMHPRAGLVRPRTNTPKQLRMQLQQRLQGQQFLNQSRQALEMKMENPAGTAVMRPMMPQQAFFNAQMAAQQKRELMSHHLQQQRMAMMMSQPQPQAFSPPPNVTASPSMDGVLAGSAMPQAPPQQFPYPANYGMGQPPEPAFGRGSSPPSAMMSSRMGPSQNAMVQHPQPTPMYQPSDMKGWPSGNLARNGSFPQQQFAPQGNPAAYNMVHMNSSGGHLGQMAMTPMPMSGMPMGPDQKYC
CRFBP-R2 agonist = agonists of human CRF-binding protein/CRF-R2 receptor complex. HEK293 CRF-R2/CRF-BP, calcium dye fluorescence (FLIPR); percent of saturating CRF peptide response. activation, % at 13.2 µM. actives 0.46% (n = 350,000). AID 588473;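 active = activation of at least 50%, plus an integration ratio under a set limit after plate pattern correction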;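 note: plate controls were neutral control wells without compound for no effect and CRF at EC100 for full effect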
CRFBP-R2 block = blocks CRF-induced signaling of the CRF-BP/CRF-R2 complex; HEK293 CRF-R2/CRF-BP, CRF-induced calcium fluorescence; AID 588475; actives 0.59% (n = 350,000); inhibition, % at 11.8 µM;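 active = inhibition of the ligand-induced calcium signal above about 50% at the single tested concentration, limit read from the data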
PHOSPHO1 block = blocks human PHOSPHO1 phosphatase activity; Q8TCT1; recombinant PHOSPHO1, absorbance phosphatase assay; inhibition, % at 13.3 µM; actives 1.1% (n = 290,000); in the data active = inhibition above about 60%
IDE cell inh = inhibitors of human insulin-degrading enzyme in cells; P14735; HEK cells, FAbetaB cleavage, fluorescence polarization; inhibition, % at 5.59 µM; actives 0.41% (n = 320,000);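 active = percent inhibition above the average of all tested compounds plus 3 SD, set per screening campaign, cut at about 16% in these data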;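 note: IDE supplied by intact live HEK cells; FP after avidin binding of uncleaved biotin substrate so inhibition keeps polarization high; 0% = DMSO wells and 100% = 60 µM reference IDE inhibitor Ii1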
IDE act = boosts human insulin-degrading enzyme activity in HEK cells; FAbeta-B cleavage, fluorescence polarization; 0% vehicle, 100% cell-free pure enzyme wells; activation, % at 5.96 µM; actives 0.073% (n = 340,000);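 active = activation above the mean of all tested compounds plus 3 SD, set per screening campaign, cut at about 17% in these data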
MEKK3 PB1 HTS = modulators (inhibitors or enhancers) of MEK5 binding to human MEKK3 PB1 domain | Q99759 | bead-based flow cytometry, Alexa488-MEK5 binding to MEKK3; actives lie on both sides; 0 = blocked by unlabeled MEK5, 100 = vehicle | binding response (% of control), % at 10 µM | actives 1.4% (n = 290,000);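 active = binding response more than 3 SD above or below the average of its plate-row segment, actives on both sides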;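 note: Alexa488 bead fluorescence after subtracting the streptavidin-only scavenger bead signal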
CHRM4 PAM = potentiates acetylcholine response at human M4 receptor. P08173. CHO-K1 hM4/Gqi5, Fluo-8 calcium fluorescence, ACh EC20; 0% = ACh EC20, 100% = maximal ACh. activation, % at 3 µM. actives 0.4% (n = 360,000);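 active = activation above its plate's cutoff, the mean activation of sample wells plus 3 SD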; note: some results filed as inactive read as strong as hits
An asterisk follows results filed as active; x = not tested or not shown.

GalR3 antagonist	p-CIP stab down	CRFBP-R2 agonist	CRFBP-R2 block	PHOSPHO1 block	IDE cell inh	IDE act	MEKK3 PB1 HTS	CHRM4 PAM	SMILES
5	-4	-1.1	6	3	0	-5	100	-4	O=C(c1cccc(C(F)(F)F)c1)C1CCCN(C(=O)CCn2cnnn2)C1 (stereo unspecified)
7	5	0.8	-6	2	-5	-1	103	0	COCc1cc(C(C)=O)ccc1OCC(=O)Nc1ccc(NC(C)=O)cc1
5	-6	-0.8	34	-11	2	3	95	0	Cc1nc(CC(=O)N2CCN(S(=O)(=O)c3ccccc3C#N)CC2)cs1
-4	3	-2.0	16	41	2	4	92	-1	O=C(O)c1cccc(NC(=O)c2ccc3c(c2)C(=O)N(Cc2ccco2)C3=O)c1
-4	-15	-1.0	-16	25	0	2	99	4	CSc1ccccc1OCc1cc(C(=O)NC(C)c2cnn(C)c2)no1 (stereo unspecified)
2	-13	-0.9	-16	30	-1	-2	104	10	C/C(=N\NC(=O)CC#N)c1cc2ccccc2oc1=O
-4	-24	1.3	-11	-14	-1	0	98	4	O=C(NC(=S)Nc1ccc(S(=O)(=O)N2CCCCC2)cc1)c1ccc(Cl)cc1
-8	0	-0.4	6	35	2	-1	104	1	O=[N+]([O-])c1cc(C(F)(F)F)ccc1NCC1CCCO1 (stereo unspecified)
-1	-2	-2.4	4	-10	7	11	103	-3	COc1ccc(CCNC(=O)CSc2ccc(-c3cccs3)nn2)cc1
x	-9	x	x	-3	18*	x	107	x	OC(CN1CCNCC1)Cn1ccc2ccccc21 (stereo unspecified)
-8	0	0.5	15	-20	-4	1	94	-2	Cc1ccc(C(=O)c2ccccc2C(=O)O)c(O)c1
-2	-2	2.2	-10	-6	-2	0	102	-6	CN1CCN(C(=S)SCC(=O)Nc2nc(-c3ccccc3)c(-c3ccccc3)o2)CC1
-4	4	3.4	8	26	-5	4	104	-26	CC(C)C(O)(CC#CCN1CCCC1)c1ccccc1 (stereo unspecified)
-1	18	0.1	-3	-19	4	2	100	6	Cc1cccc(CCNC(=O)C2CCC(CNS(=O)(=O)c3cccs3)CC2)c1 (stereo unspecified)
-3	-12	-2.0	3	61*	x	-5	102	-4	Cn1nccc1C(=O)N1CCCC(N2CCN(Cc3ccc4c(c3)OCO4)CC2)C1 (stereo unspecified)
-7	x	0.3	5	x	1	2	x	-7	CN(CC(=O)Nc1ccccc1Cl)CC(=O)Nc1cccc2ccccc12
-6	-10	-1.1	-7	-10	4	-3	105	1	Cc1cc(N2CCC(C)CC2)c(F)cc1[N+](=O)[O-]
-1	-7	-6.1	17	20	2	4	87	-2	CN(C)c1cc(-c2ccc(Cl)cc2Cl)oc(=O)c1Cl
-4	x	-1.0	1	x	1	0	x	-1	O=C(Cc1ccc(F)cc1)Nc1cccc(S(=O)(=O)N2CCCC2)c1
6	5	1.0	-2	28	-4	-4	100	5	Cc1ccc(S(=O)(=O)N(CC(O)CN(C)C)c2ccccc2)cc1 (stereo unspecified)
-8	-7	0.0	-15	28	-5	6	102	-1	CCOc1ccc(N2CC(C(=O)Nc3nnc(C4CCCCC4)s3)CC2=O)cc1 (stereo unspecified)
-5	x	-0.2	3	x	-4	3	x	6	O=C(Nc1ccccc1Br)c1ccc(N2CCCC2=O)cc1
-8	x	1.5	5	x	x	-1	x	-1	CN(C)C(=O)c1ccc(NC(=O)c2cccc(S(=O)(=O)N3CCN(Cc4ccccc4)CC3)c2)cc1
4	-12	-0.3	16	51	1	1	99	9	COc1cc(-c2nc(CN3CCN(C(=O)c4ccco4)CC3)c(C)o2)ccc1F
3	-1	0.4	-5	11	3	2	103	0	Cc1cc(=O)n2nc(N3CCCC(C(=O)N4CCOCC4)C3)sc2n1 (stereo unspecified)
-3	3	-0.1	-4	40	6	-2	99	-2	Cc1[nH]c2ccc(C(=O)N3CCN(c4cccc(Cl)c4)CC3)cc2c1C
6	x	-2.1	18	x	x	1	x	13	O=C1CCCc2c1ccc1ccccc21
-4	-6	12	-59	27	-2	2	96	-5	Cc1cccc(C)c1NC(=O)C(=O)NCCOc1ccc(Cl)cc1
-2	-12	-1.6	-13	10	0	1	101	-1	Cc1cc(Cl)ccc1N(CC(=O)NCCSCc1ccco1)S(C)(=O)=O
4	2	-1.3	12	8	5	0	100	6	CNC(=O)C(=O)NCCN1CCN(C(=O)c2ccc([N+](=O)[O-])cc2)CC1
5	-28	5.5	45	3	7	1	105	2	COc1cc(/C=C2\CC(C(C)(C)C)C/C(=C\c3cc(OC)c(OC)c(OC)c3)C2=O)cc(OC)c1OC (stereo unspecified)
-5	-3	3.2	15	35	8	5	109	-8	CCOC(=O)Cc1csc(NC(=O)COc2cc(C)cc(C)c2)n1
-4	x	0.1	6	x	3	2	x	-1	CCOC(=O)c1c(C)[nH]c(C(=O)OCC(=O)N(C)c2c(N)n(Cc3ccccc3)c(=O)[nH]c2=O)c1C
-3	-15	1.2	9	-23	-2	6	94	-1	Nc1cc[n+](CC(=O)c2ccc3c(c2)OCCO3)cc1
-8	-14	-0.7	12	26	-6	-3	101	1	CCN(Cc1nc(-c2ccc(OC)c(OC)c2)no1)C(=O)c1ccoc1C
0	-3	0.7	-2	-3	-1	3	90	-7	O=C(Nc1cccs1)Nc1ccc(F)cc1F
-5	-11	-5.0	10	7	10	0	95	-1	CCCN1/C(=C(/C#N)C2=NS(=O)(=O)c3ccccc32)N(C)c2ccccc21
-6	-10	6.3	-20	10	4	5	108	19	COc1ccc(/C=C/c2nnc(NC(=O)CSc3ccc(C)cc3)s2)cc1
-2	-7	3.1	12	7	1	-4	106	6	COc1ccc(-c2nc(-c3ccc(Br)cc3)no2)c(OC)c1
-4	-15	0.3	-14	-8	3	6	101	15	CCOC(=O)n1c(=O)oc2cc(S(=O)(=O)N3CCOCC3)ccc21
0	2	4.0	3	16	7	5	100	-18	O=S(=O)(Nc1ccc(-n2cccc2)cc1)c1ccc(Cl)c(Cl)c1
-6	-4	3.9	14	53	-4	-1	88	-10	O=C(CCNC(=O)c1ccc([N+](=O)[O-])cc1)Nc1cccc(S(=O)(=O)N2CCCCC2)c1
x	-1	-2.1	21	-6	7	-6	109	2	Cc1nn(-c2ccccc2)c(N2CCCC2)c1/C=N/O
0	-13	-0.1	2	3	-3	5	111	-1	CN(C=C1C(=O)CC(C)(C)CC1=O)CCN1CCNCC1
12	15	-1.1	6	-1	-5	1	117	-7	O=C(CCCCCn1c(=S)[nH]c2ccc(N3CCOCC3)cc2c1=O)NCCc1ccccc1
2	16	-2.9	27	-23	10	-9	98	-15	O=C(CSc1ccsc1[N+](=O)[O-])N1CCN(c2ccccc2)CC1
-4	-9	-0.1	8	2	3	5	107	-8	COC(=O)c1c(C(=O)OC)c2cc(C(=O)c3ccccc3)ccn2c1Cl
-8	-11	-3.9	-8	-18	8	-5	74	4	CCOc1ccc2nc(SCC(=O)NCc3ccc(OC)c(OC)c3)[nH]c2c1

5 records drawn at random from those above:
GalR3 antagonist	p-CIP stab down	CRFBP-R2 agonist	CRFBP-R2 block	PHOSPHO1 block	IDE cell inh	IDE act	MEKK3 PB1 HTS	CHRM4 PAM	SMILES
12	15	-1.1	6	-1	-5	1	117	-7	O=C(CCCCCn1c(=S)[nH]c2ccc(N3CCOCC3)cc2c1=O)NCCc1ccccc1
-6	-4	3.9	14	53	-4	-1	88	-10	O=C(CCNC(=O)c1ccc([N+](=O)[O-])cc1)Nc1cccc(S(=O)(=O)N2CCCCC2)c1
-8	-11	-3.9	-8	-18	8	-5	74	4	CCOc1ccc2nc(SCC(=O)NCc3ccc(OC)c(OC)c3)[nH]c2c1
0	2	4.0	3	16	7	5	100	-18	O=S(=O)(Nc1ccc(-n2cccc2)cc1)c1ccc(Cl)c(Cl)c1
0	-13	-0.1	2	3	-3	5	111	-1	CN(C=C1C(=O)CC(C)(C)CC1=O)CCN1CCNCC1

(cont.)
GalR3 antagonist	p-CIP stab down	CRFBP-R2 agonist	CRFBP-R2 block	PHOSPHO1 block	IDE cell inh	IDE act	MEKK3 PB1 HTS	CHRM4 PAM	SMILES
-4	-4	2.5	-23	-13	-1	-1	100	-14	CN(C)CCNC(=O)c1ccc(Sc2ccc(Br)cc2)c([N+](=O)[O-])c1
2	21	-0.9	24	18	-6	3	104	-9	CCOc1ccc(NC2=C(Cl)C(=O)N(Cc3ccccc3)C2=O)cc1
10	-7	-1.3	25	-6	0	-1	x	-1	CCOC(=O)CCP(=O)(O)C(O)c1ccc(OC)cc1 (stereo unspecified)
-10	5	0.2	-5	x	5	4	99	1	Cc1ccc(-c2nc3ccccc3c(=O)n2O)cc1
-5	-62	-3.4	12	41	3	-3	104	-6	CC(NC(=O)COc1ccc(-c2ccccc2)cc1)C1CCCO1 (stereo unspecified)
-3	9	-1.3	7	19	4	-4	101	3	COc1ccc2oc(C(=O)NC3CCCCC3)c(C)c2c1
-9	5	-0.3	3	x	0	3	102	-8	OCCCc1nc2ccccc2n1CCCCOc1ccccc1
-7	0	-3.3	16	13	0	5	x	-4	O=C(Cn1cnc2c(nnn2Cc2ccccc2F)c1=O)NCc1ccco1
-9	-6	-0.6	-6	7	-8	2	105	-3	Cc1cc(=O)n2[nH]c(N)c(N=Nc3ccccc3)c2n1
-6	-6	0.0	-51	-3	-2	8	103	-11	Cc1ccc(OCC(=O)NNc2c3ccccc3nc3ccccc23)cc1
-4	-5	-0.5	-8	9	2	1	101	7	COc1ccc(CN(CCCN2CCOCC2)C(=O)Nc2cccc(Cl)c2)cc1OC
-4	3	0.2	6	15	1	0	97	4	CC(C)(C)NCc1cc2ccccc2[nH]c1=O
7	0	-1.0	6	-13	-2	0	106	-4	O=S(=O)(/N=C(/Nc1ccccc1)C(F)(F)F)c1ccccc1
-2	-16	-0.7	-1	-10	7	6	99	7	Cc1nc(C(C)NC(=O)CCc2nnc(CCCc3ccccc3)o2)c(C)s1 (stereo unspecified)
-4	4	-1.4	6	16	8	0	97	3	COc1ccc(CNC(=O)CN=C2NC(=O)C(c3ccccc3)(c3ccccc3)N2)cc1
-4	-10	0.1	-6	35	2	0	106	1	CCN(N=O)[C@@H](Cc1ccccc1)CN(N=O)[C@@H](Cc1ccccc1)CN(C)N=O
-4	17	12	-7	24	3	5	98	3	CCCCOc1ccc(-c2nnn(CC(=O)Nc3ncc(CC(=O)OCC)s3)n2)cc1
-3	-1	-1.1	7	40	4	-2	87	2	O=C(O)C1=C[C@H](C2CC2)C[C@H](OCCCCO)O1
-9	-2	0.1	-3	24	7	2	97	10	O=C1CCCN1CCCNc1ncccc1[N+](=O)[O-]
-2	x	-0.8	-29	x	0	8	x	-5	O=c1[nH]c2cc(C(F)(F)F)ccc2n1-c1cc(C(F)(F)F)ccc1O
x	0	x	x	0	-12	x	96	x	Cc1ccc(S(=O)(=O)NN2C(=O)/C(=C/c3cccn3C)SC2=S)cc1
-5	-15	-3.4	-22	-23	7	0	103	2	Cc1ccc(S(=O)(=O)c2c(N)n(C)c3nc4ccccc4nc23)cc1
-4	-2	-1.5	-6	38	1	-7	x	5	Cc1cc(C)c2[nH]c(=O)c(C(c3nnnn3C(C)(C)C)N3CCN(C(=O)c4ccco4)CC3)cc2c1 (stereo unspecified)
-6	-3	-3.8	6	-15	5	-6	128*	0	Cc1cc(Cl)ccc1OCC(=O)Nn1c(C)ccc1C
-7	-3	0.2	4	29	5	2	106	-6	COc1cccc(CCC(=O)N2CCC(n3nccc3NC(=O)CC(C)C)CC2)c1
-7	2	-0.5	-17	4	0	3	99	0	CCCCCCCn1c(NC(=O)CC)nc2ccccc21
2	-1	-1.9	21	12	-2	-4	76	11	COc1ccc([N+](=O)[O-])cc1NC(=O)CCN1CCN(CCO)CC1
x	1	0.1	-6	x	1	0	111	-1	Cc1[nH]c2ccccc2c1/C=N/NC(=O)c1cccc(Br)c1
